Screens deposited in PubChem BioAssay by The Scripps Research Institute Molecular Screening Center.
PAFAH2 inh: inhibitors of human PAFAH2; inhibition, % at 3.39 µM; AID 492956; recombinant PAFAH2, FP-rhodamine activity probe, fluorescence polarization; hit rate 0.99% among 340,000;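 active means inhibition above the mean over all tested compounds plus 3 SD, cut at about 30% in these data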;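 further: inhibitors block probe labeling of enzyme so polarization drops; 0% = enzyme with DMSO and 100% = wells lacking PAFAH2 protein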
LYPLA1 counter: counter-screen for PME1 inhibitors: inhibitors of human LYPLA1; O75608; recombinant LYPLA1, FP-Rh probe fluorescence polarization; inhibition, % at 5.9 µM; hit rate 0.16% among 320,000;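 active means inhibition above the mean of all tested compounds plus 3 SD, set per campaign, cut at about 14% in these data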;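 further: inhibitors block serine hydrolase probe labeling of LYPLA1 so polarization falls; 0% = enzyme with DMSO and 100% = wells lacking LYPLA1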
Target sequence (O75608 whole entry, looked up): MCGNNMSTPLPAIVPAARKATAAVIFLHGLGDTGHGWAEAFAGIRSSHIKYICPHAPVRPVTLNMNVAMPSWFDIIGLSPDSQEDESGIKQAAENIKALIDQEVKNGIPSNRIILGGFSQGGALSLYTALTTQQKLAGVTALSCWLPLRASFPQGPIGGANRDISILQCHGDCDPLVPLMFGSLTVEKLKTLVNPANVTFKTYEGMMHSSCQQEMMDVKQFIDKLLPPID
PAFAH1B2 inh: inhibitors of human PAFAH1B2; inhibition, % at 3.39 µM; recombinant PAFAH1B2, FP-rhodamine activity probe, fluorescence polarization; hit rate 1.2% among 340,000; AID 492953; P68402;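 active means inhibition above the mean of all tested compounds plus 3 SD, cut at about 24% in these data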;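 further: 0% = enzyme with DMSO and 100% = wells lacking PAFAH1B2; many of its hits are not listed in these tables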
LYPLA2 inh: counter-screen for PME1 inhibitors: inhibitors of human LYPLA2; O95372; recombinant LYPLA2, FP-Rh probe fluorescence polarization; inhibition, % at 5.9 µM; hit rate 0.38% among 320,000; AID 2177;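 active means inhibition above the screen-wide mean plus 3 SD, limit set per campaign, cut at about 26% in these data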;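 further: 0% = LYPLA2 with DMSO and 100% = wells lacking LYPLA2 enzyme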
Target sequence (O95372 whole entry, looked up): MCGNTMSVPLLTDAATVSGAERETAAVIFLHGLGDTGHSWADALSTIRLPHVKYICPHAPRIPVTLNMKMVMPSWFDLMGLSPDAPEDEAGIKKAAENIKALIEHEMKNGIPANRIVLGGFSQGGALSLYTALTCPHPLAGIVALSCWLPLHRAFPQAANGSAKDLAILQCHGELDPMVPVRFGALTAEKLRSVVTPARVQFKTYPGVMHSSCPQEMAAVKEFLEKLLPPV
PAFAH1B3 inh: inhibitors of human PAFAH1B3 | recombinant PAFAH1B3, FP-rhodamine probe, fluorescence polarization | inhibition, % at 3.39 µM | hit rate 0.28% among 340,000 | AID 492972;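 active means inhibition above the screen-wide average of all tested compounds plus 3 SD, cut at about 25% in these data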;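 further: 0% = enzyme with DMSO only and 100% = wells lacking PAFAH1B3 protein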
Target sequence (Q15102 whole entry, looked up): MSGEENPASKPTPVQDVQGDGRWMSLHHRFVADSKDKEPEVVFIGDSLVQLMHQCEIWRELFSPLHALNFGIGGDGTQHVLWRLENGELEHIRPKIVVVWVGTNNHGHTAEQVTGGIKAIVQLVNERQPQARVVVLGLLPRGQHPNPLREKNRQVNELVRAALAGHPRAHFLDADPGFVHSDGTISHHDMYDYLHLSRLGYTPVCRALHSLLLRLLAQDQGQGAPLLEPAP
pPAFAH FP inh: inhibitors of human plasma PAF acetylhydrolase (pPAFAH); AID 463082; hit rate 1.5% among 330,000; inhibition, % at 3.39 µM; recombinant pPAFAH, FP-rhodamine probe fluorescence polarization;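 active means inhibition above the mean inhibition across the screen plus 3 SD, cut at about 25% in these data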;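 further: inhibitors block binding of the rhodamine activity-based probe so polarization drops; 0% = enzyme with DMSO and 100% = wells lacking pPAFAH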
ZTA counter: ZTA (EBV) inhibition in EBNA-1 counter-screen | ZTA-DNA binding, fluorescence polarization | inhibition, % at 11 µM | hit rate 0.15% among 320,000 | AID 2234; in the data active means inhibition above about 33%
Target sequence (P03206 whole entry, looked up): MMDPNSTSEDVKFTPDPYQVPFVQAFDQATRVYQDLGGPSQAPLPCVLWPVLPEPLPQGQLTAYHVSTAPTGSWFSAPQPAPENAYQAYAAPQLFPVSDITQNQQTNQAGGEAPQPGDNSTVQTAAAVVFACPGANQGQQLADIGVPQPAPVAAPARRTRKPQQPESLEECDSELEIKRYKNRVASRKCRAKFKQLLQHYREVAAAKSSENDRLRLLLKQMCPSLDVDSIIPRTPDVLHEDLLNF
EBNA-1 inhibitor: blocks EBNA-1 binding to DNA; EBNA-1 DNA binding, fluorescence polarization; inhibition, % at 14.8 µM; hit rate 0.34% among 300,000; in the data active means inhibition above about 28%
PREPL inhibitor: inhibitors of human prolyl oligopeptidase-like enzyme PREPL | hit rate 0.68% among 320,000 | recombinant PREPL, fluorescence polarization activity-based probe | inhibition, % at 5.96 µM | AID 2751; in the data active means inhibition above about 43%;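 further: 0% = enzyme with DMSO and 100% = wells lacking enzyme; many of its hits are not listed in these tables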
An asterisk follows results filed as active; · = not tested or not shown. These rows are one share of the data; rates above refer to the full screens.

Abbreviations – A = PAFAH2 inh; B = LYPLA1 counter; C = PAFAH1B2 inh; D = LYPLA2 inh; E = PAFAH1B3 inh; F = pPAFAH FP inh; G = ZTA counter; H = EBNA-1 inhibitor; I = PREPL inhibitor
smiles: COc1cc(C(CC(=O)N2CCCC2)c2c(OC)cc(OC)c3c(-c4ccccc4)cc(=O)oc23)cc(OC)c1OC (stereo unspecified)
  A = 1	B = -2	C = 0	D = -4	E = -3	F = 5	G = 4	H = -12	I = -8

smiles: CC(=O)NC1c2ccccc2C(=O)N1Cc1ccccc1 (stereo unspecified)
  A = 1	B = 3	C = 3	D = -4	E = 8	F = 2	G = -10	H = -3	I = 2

smiles: O=C(c1cccc(Br)c1)N1CCN(c2ccc(N3CCOCC3)nn2)CC1
  A = 1	B = 2	C = 6	D = 2	E = 1	F = -5	G = 5	H = -10	I = 16

smiles: CC(C)c1cccc(C(C)C)c1NC(=O)CNCc1ccccc1F
  A = -1	B = -1	C = -2	D = -3	E = 0	F = 2	G = -8	H = -9	I = 20

smiles: O=C(Nc1ccc(N2CCOCC2)cc1)C1CC(=O)N(c2ccccc2)C1 (stereo unspecified)
  A = 7	B = -2	C = 0	D = -3	E = 3	F = 6	G = -3	H = 6	I = 6

smiles: Cc1ccccc1C(=O)NC(=S)Nc1sc2c(c1C#N)CCCC2
  A = 6	B = 2	C = -3	D = 8	E = -6	F = 6	G = 1	H = -3	I = 0

smiles: Cc1ccc(N(CC(=O)NCc2ccccc2Cl)S(=O)(=O)c2c(C)noc2C)cc1
  A = 1	B = -4	C = 1	D = -1	E = 2	F = -1	G = -5	H = -6	I = -8

smiles: CCC(=O)OCCNc1cc(Sc2nc3ccccc3[nH]2)c2nonc2c1[N+](=O)[O-]
  A = 6	B = 2	C = -3	D = 5	E = -11	F = 8	G = -2	H = -21	I = 19

smiles: CC(C)C[C@H](N)C(=O)N1CCC(C(=O)N[C@H](C(=O)NC(C)c2ccccc2)C(C)C)CC1 (stereo partly specified)
  A = -4	B = -1	C = -1	D = 2	E = 6	F = -4	G = 2	H = -13	I = 23

smiles: COc1cc(SC)ccc1C(=O)NCCOc1ccc(Cl)cc1
  A = -3	B = 3	C = 4	D = 7	E = -2	F = 3	G = -13	H = 14	I = 0

smiles: COc1ccc(CC(=O)Nc2cccc(C(=O)NN3C(=O)c4ccccc4C3=O)c2C)cc1
  A = 8	B = -1	C = 5	D = 6	E = 1	F = 2	G = -1	H = -4	I = -7

smiles: O=C(Nc1ccccc1)c1nn(-c2ccccc2)c(=O)cc1C(F)(F)F
  A = -5	B = -1	C = 3	D = 5	E = 2	F = 1	G = -2	H = -4	I = 8

smiles: Cc1cccc(C)c1N1CCN(c2ccc3nnc(C(F)(F)F)n3n2)CC1
  A = 4	B = 2	C = -3	D = 8	E = -4	F = 2	G = 6	H = -9	I = 9

smiles: COc1ccc(NC(=O)Nc2cccc3c2O[C@H](CN(C)C(=O)Nc2c(C)noc2C)[C@@H](C)CN([C@H](C)CO)C3=O)cc1
  A = -3	B = ·	C = 4	D = ·	E = 3	F = 0	G = ·	H = ·	I = 7

smiles: C=CCNc1nc2c(c(=O)n(C)c(=O)n2C)n1CC
  A = -1	B = 3	C = 0	D = 5	E = 4	F = 2	G = -6	H = -1	I = 16

smiles: O=C(COc1ccccc1C(=O)O)Nc1cccc2ccccc12
  A = 0	B = ·	C = 1	D = ·	E = 3	F = 4	G = ·	H = ·	I = 12

smiles: COc1ccc(Nc2cc(=O)oc3ccccc23)cc1
  A = -3	B = -1	C = 0	D = -6	E = 4	F = 4	G = 10	H = -12	I = 5

smiles: CC(C(=O)O)c1ccc(CC2CCCC2=O)cc1 (stereo unspecified)
  A = -2	B = -2	C = 0	D = -6	E = -3	F = 3	G = 17	H = -2	I = -2

smiles: O=C(NNC(=O)c1ccc(Cl)cc1Cl)c1cnccn1
  A = -2	B = -1	C = 2	D = 1	E = 1	F = 5	G = 13	H = -7	I = -2

smiles: O=C(NCCN1CCOCC1)c1cc2sccc2n1Cc1ccc(F)cc1
  A = -1	B = -2	C = 0	D = -3	E = 7	F = 0	G = -9	H = -2	I = 4

smiles: O=C1NC(c2ccc(Cl)cc2Cl)Oc2ccccc21 (stereo unspecified)
  A = 2	B = 0	C = 2	D = 3	E = 3	F = 1	G = -18	H = 1	I = -15

smiles: CC(C)=CCc1c2c(c(O)c3c(=O)c4c(oc13)-c1cc(O)c(O)cc1OC4C=C(C)C)C=CC(C)(C)O2 (stereo unspecified)
  A = ·	B = -2	C = ·	D = 1	E = ·	F = 37*	G = 5	H = 2	I = 4

smiles: Cc1ccc(NC(=O)CN2C(=O)NC(C)(c3ccc4c(c3)OCO4)C2=O)cc1 (stereo unspecified)
  A = 0	B = ·	C = 1	D = ·	E = 3	F = 1	G = ·	H = ·	I = -11

smiles: CC(C)(C)C(=O)Nc1ccccc1N1CCN(C(=O)c2ccc(Cl)cc2)CC1
  A = 5	B = 2	C = 7	D = 0	E = 3	F = 4	G = 12	H = -8	I = 23

smiles: Cc1ccccc1N1CCN(S(=O)(=O)C[C@]23CCC(CC2NC(=O)[C@@H](N)CCS(C)(=O)=O)C3(C)C)CC1 (stereo partly specified)
  A = 6	B = 0	C = -6	D = 4	E = -2	F = 3	G = 1	H = 11	I = 1

smiles: COc1ccc(C2=[N+]([O-])C(C)(C)N(O)C2(C)C)cc1
  A = 8	B = -1	C = 7	D = 7	E = 1	F = -1	G = 1	H = -1	I = -10

smiles: CCOc1ccc2c(c1)C(C)=CC(C)(C)N2C(=O)Nc1ccccc1
  A = -8	B = 3	C = 6	D = 3	E = 5	F = 7	G = 6	H = -2	I = 4

smiles: c1ccc(-c2cnc(SCCN3CCOCC3)n2CC2CCCO2)cc1 (stereo unspecified)
  A = -22	B = 0	C = 0	D = 6	E = 0	F = -1	G = -3	H = 11	I = 23

smiles: COC(=O)c1ccc(-n2c(C)cc(C(=O)CCl)c2C)cc1
  A = -7	B = -3	C = 3	D = 5	E = 2	F = 5	G = 5	H = 6	I = -3

smiles: Cc1cc(C(=O)Nc2cc(S(C)(=O)=O)ccc2Cl)no1
  A = 2	B = 4	C = 7	D = 3	E = 6	F = 7	G = -7	H = 1	I = 4

smiles: Cc1ccnc(NC(=S)NC(=O)c2ccco2)c1
  A = -3	B = -1	C = 7	D = -1	E = 7	F = 2	G = 5	H = 9	I = 9

smiles: CCC(Sc1nnc(C)c(=O)[nH]1)C(=O)Nc1cccc2ccccc12 (stereo unspecified)
  A = -7	B = -1	C = 4	D = 1	E = 3	F = 4	G = 2	H = 2	I = -8

smiles: CC(C)c1ccc(OCC(=O)NNC(=O)c2cnccn2)cc1
  A = 0	B = -3	C = 2	D = 2	E = 0	F = 1	G = -1	H = -5	I = 2

smiles: COc1ccc(NC(=O)N2C3CCCC2CC(NC(=O)C2CC2)C3)cc1 (stereo unspecified)
  A = -9	B = -1	C = -5	D = 0	E = -5	F = 0	G = -5	H = -10	I = 2

smiles: COC(=O)COc1ccc(C(=O)OC)cc1
  A = -4	B = 0	C = 4	D = -1	E = 6	F = 1	G = -2	H = 3	I = -7

smiles: CCc1ccc(N(C(=O)c2snc(C(N)=O)c2N)C(C(=O)NCC2CCCO2)c2cccs2)cc1 (stereo unspecified)
  A = 1	B = -3	C = 2	D = -6	E = 3	F = 9	G = -8	H = 15	I = 0

smiles: CC1CCc2c(sc(N)c2C(=O)OC(C)C)C1 (stereo unspecified)
  A = 5	B = -2	C = 4	D = 0	E = 0	F = 19	G = 16	H = -1	I = -5

smiles: Cn1c(=NC(=O)C2CC2)sc2cccc(F)c21
  A = -1	B = 1	C = 3	D = 3	E = 9	F = 0	G = -10	H = 4	I = 17

smiles: Cn1ncc(Br)c1C(=O)Nc1c(F)c(F)cc(F)c1F
  A = 0	B = 3	C = 2	D = 0	E = 1	F = 0	G = 6	H = 2	I = 1

smiles: COc1ccc2oc(C(=O)OCC(=O)N3CCCC(C)C3)c(C)c2c1 (stereo unspecified)
  A = -2	B = -3	C = 4	D = 1	E = 5	F = 3	G = -2	H = -7	I = -1

smiles: CCOC(=O)C1CCN(S(=O)(=O)c2cccc(-c3cn4cc(Cl)ccc4n3)c2)CC1
  A = -2	B = -4	C = -2	D = -2	E = 13	F = 6	G = 6	H = -3	I = -4

smiles: CC(C)(C)NC(=O)NC(=O)Cn1cc(C(F)(F)F)ccc1=O
  A = -4	B = 2	C = 2	D = 9	E = 6	F = 5	G = 1	H = 2	I = 2

smiles: Cc1cc(C(=O)COc2ccc(C#N)cc2)c(C)n1C1CC1
  A = 7	B = -2	C = 1	D = -4	E = 5	F = 17	G = 7	H = -1	I = 0

smiles: CC(OC(=O)c1cccc([N+](=O)[O-])c1)C(=O)N1CCc2ccccc21 (stereo unspecified)
  A = 4	B = -2	C = 6	D = 11	E = 2	F = 3	G = 6	H = ·	I = 2

smiles: CC(C)C(=O)N1CCN(c2ccc(NC(=O)COc3ccccc3[N+](=O)[O-])cc2)CC1
  A = ·	B = 5	C = ·	D = 16	E = ·	F = 6	G = -15	H = 4	I = 15

smiles: O=C(O)c1cnn(-c2ccccc2)c1-c1ccccc1
  A = 7	B = -2	C = 7	D = -5	E = 7	F = 3	G = 12	H = -5	I = 2

smiles: COc1ccc(OC)c(NC(=O)c2cccc(S(=O)(=O)N3CCN(C(C)=O)CC3)c2)c1
  A = -13	B = -2	C = -4	D = -1	E = -3	F = 0	G = 9	H = -1	I = -6

smiles: COc1ccc(N2CCN(c3nccs3)CC2)cc1
  A = -6	B = 0	C = 7	D = 2	E = 7	F = -2	G = 2	H = 2	I = -4

smiles: O=C(CSc1cn(CCNC(=O)c2cccs2)c2ccccc12)NC1CCCCC1
  A = 5	B = 0	C = 6	D = -1	E = 21	F = -4	G = -2	H = -5	I = 10

smiles: Cc1cc(C)c2nc(/N=C(\N)NC(=O)Nc3ccccc3)nc(C)c2c1
  A = -12	B = -8	C = -5	D = -10	E = -10	F = 1	G = 8	H = -4	I = -3

smiles: CCCc1nnc(NC(=O)CN2C(=O)C3C4C=CC(C4)C3C2=O)s1 (stereo unspecified)
  A = -8	B = 1	C = 6	D = 1	E = 9	F = 4	G = -9	H = -1	I = 0

Quoted at random: 4 records from the list, in no set order.
Abbreviations – A = PAFAH2 inh; B = LYPLA1 counter; C = PAFAH1B2 inh; D = LYPLA2 inh; E = PAFAH1B3 inh; F = pPAFAH FP inh; G = ZTA counter; H = EBNA-1 inhibitor; I = PREPL inhibitor
smiles: Cc1cc(C)c2nc(/N=C(\N)NC(=O)Nc3ccccc3)nc(C)c2c1
  A = -12	B = -8	C = -5	D = -10	E = -10	F = 1	G = 8	H = -4	I = -3

smiles: O=C(O)c1cnn(-c2ccccc2)c1-c1ccccc1
  A = 7	B = -2	C = 7	D = -5	E = 7	F = 3	G = 12	H = -5	I = 2

smiles: Cc1cc(C(=O)COc2ccc(C#N)cc2)c(C)n1C1CC1
  A = 7	B = -2	C = 1	D = -4	E = 5	F = 17	G = 7	H = -1	I = 0

smiles: CC(C)(C)NC(=O)NC(=O)Cn1cc(C(F)(F)F)ccc1=O
  A = -4	B = 2	C = 2	D = 9	E = 6	F = 5	G = 1	H = 2	I = 2
